Screening results: PubChem BioAssay, National Center for Advancing Translational Sciences (NCATS)
SW480 rereplic: inducers of DNA re-replication in SW480 colon cancer cells | Potency, µM (titrated, usually from 46.1 µM), for the others: at the highest dose re-replication activation, actives largely listed as activators | 340,000 tested, 1.8% active | SW480 DNA re-replication, Hoechst DNA content imaging, 48 h | AID 624297; also: % of control where 0% means no effect; nearly all actives have a fitted effect of over 55% in size
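Treated cells incubate 48 hr (37 C, 5% CO2), are stained 40 min with Hoechst, and nuclear fluorescence is enumerated; a rise in nuclei with high DNA signal marks re-replication.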
KB-3-1 cytotox: KB-3-1 parental cell cytotoxicity. Potency, µM (doses to about 46.1 µM), for inactives: top-dose activity change, negative = cytotoxic, usual class: cytotoxic. 400,000 tested, 1.4% active. KB-3-1 viability, CellTiter-Glo ATP luminescence, 72 h. AID 1347075; also: % is scaled to controls: 0 for no effect and ±100 for the full control effect; nearly all actives have a fitted effect of over 60% in size
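Screening of KB-3-1 cells (DMEM, 10% FBS, phenol-red free) ran from lowest to highest compound concentration; after 72 h at 37 °C viability was read luminescently and curves fitted.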
HT1080NT lethal: kills 2HG-producing HT-1080-NT fibrosarcoma cells | HT-1080-NT fibrosarcoma viability, CellTiter-Glo ATP luminescence, 48 h | Potency, µM (top dose mostly 46.1 µM), for the others: at the top dose activity, negative = less viability, hits mostly cytotoxic | 360,000 tested, 1.6% active;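 also: NT is the 2HG producing partner of a matched IDH1 knockdown line; 0% = DMSO-treated cells and -100% = media-only wells without cells; nearly all actives have a fitted effect of over 55% in size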
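Fibrosarcoma NT cells, 750 per well in 5% FBS RPMI, were exposed to compound for 48 hours. Viability: CellTiter-Glo luminescence.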
KB-V1 MDR tox: kills drug-selected multidrug resistant KB-V1 cells | AID 1347076 | 400,000 tested, 3.4% active | KB-V1 MDR cells viability, CellTiter-Glo, 72 h | Potency, µM (doses to about 46.1 µM), for the others: at the highest dose activity change, negative = cytotoxicity, most hits filed as cytotoxic; also: % is scaled to controls: 0 for no effect and ±100 for the full control effect; nearly all actives have a fitted effect of over 60% in size
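Cytotoxicity via CellTiter-Glo luminescence after 72 h compound exposure at 37 degrees C. Cells: drug-selected KB-V1 line, DMEM phenol-red free plus 10% FBS. Compounds tested at multiple concentrations; normalized data fitted to concentration-effect curves.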
TDP43 rescue: inhibitors of TDP-43 toxicity in yeast; TDP-43 expressing yeast growth rescue, BacTiter-Glo, 24 h; Potency, µM (top dose mostly 46.1 µM), without a hit: at the top dose growth rescue (activation), most hits filed as activators; 410,000 tested, 1.8% active; AID 652104; also: % of control where 0% means no effect; nearly all actives have a fitted effect of over 50% in size
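Yeast expressing TDP-43 (pregrown in raffinose, seeded at OD600=0.02 in galactose medium) exposed to compounds 24 hr at 30 deg C. Growth read by BacTiter-Glo luminescence; rescue of toxicity appears as increased signal.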
HT1080 IDH1KD tx: toxicity to HT-1080 IDH1 knockdown cells (counter line); 360,000 tested, 2% active; Potency, µM (series often up to 46.1 µM), inactives show at the highest dose activity, negative = toxicity, usual class: cytotoxic; HT-1080 IDH1 knockdown viability, ATP luminescence, 48 h; AID 686971;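 also: 0% = DMSO wells and -100% = cell-free medium wells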
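IDH1KD HT-1080 cells, 750/well, RPMI + 5% FBS; compound pinned after 2 h settling; 48 h, 37 °C; CellTiter-Glo luminescence; % activity normalised to DMSO and no-cell wells; curves fitted, classed by r2 and efficacy.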
GLP1R ag: agonists of human GLP-1 receptor | P43220 | HEK293 GLP-1R CRE-luciferase, luminescence, 4-6 h; cells express a hypersensitive GLP-1R form | Potency, µM (titrated, usually from 45.6 µM), without a hit: at the highest dose activation, most hits filed as activators | 380,000 tested, 0.007% active; also: % of control where 0% means no effect
Target sequence (P43220 whole entry, looked up): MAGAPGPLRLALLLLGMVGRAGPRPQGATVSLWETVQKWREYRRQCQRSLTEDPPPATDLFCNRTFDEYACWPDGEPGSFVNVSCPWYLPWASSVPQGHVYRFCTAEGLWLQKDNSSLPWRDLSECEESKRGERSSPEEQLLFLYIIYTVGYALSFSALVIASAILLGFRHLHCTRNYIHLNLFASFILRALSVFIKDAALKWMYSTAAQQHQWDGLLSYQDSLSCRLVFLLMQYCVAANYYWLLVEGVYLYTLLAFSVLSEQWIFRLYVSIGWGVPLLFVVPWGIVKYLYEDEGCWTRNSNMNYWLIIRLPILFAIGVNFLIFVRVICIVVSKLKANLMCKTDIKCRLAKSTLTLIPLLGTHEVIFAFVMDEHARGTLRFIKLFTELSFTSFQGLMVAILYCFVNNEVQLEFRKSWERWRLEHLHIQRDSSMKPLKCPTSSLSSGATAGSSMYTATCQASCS
GLP1R inv ag: GLP-1 receptor (human) inverse agonism. HEK293 GLP-1R CRE-luciferase, luminescence, 24 h; GLP-1R form is constitutively active. 410,000 tested, 1.6% active. P43220. Potency, µM (top dose mostly 38.3 µM), for the others: at the highest dose activity change, negative = inhibition, usual class: inhibitors; also: % is scaled to controls: 0 for no effect and ±100 for the full control effect; nearly all actives have a fitted effect of over 55% in size
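Luminescence readout: a drop in cAMP-driven luciferase signal flags inverse agonism at a constitutively active GLP-1R stably expressed in HEK293. Compound exposure lasted 24 hr at 37 deg C, 5% CO2.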
HEK293 tox: cytotoxicity counter-screen for GLP-1 receptor inverse agonists | HEK293 cAMP-luciferase reporter cells, luminescence, 24 h | Potency, µM (doses to about 38.3 µM), without a hit: at the top dose activity change, negative = inhibition, hits mostly inhibitors | 410,000 tested, 0.13% active | AID 624418;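 also: loss of luciferase light is scored as toxicity; % is scaled to controls: 0 for no effect and ±100 for the full control effect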
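To flag toxic compounds, the library was rerun on cells for 24 hr at 37 deg C and 5% CO2. Viability-linked luminescence was captured 12 min after adding luciferase detection reagent.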
Numbers without * were called inactive; ? = inconclusive; . = not tested or not shown; [ ] = remark or other dose. Calls follow the shape of the dose curve; as a rule, active = well fitted curve in the direction sought with a large enough effect; inconclusive = small, poorly fitted or top-dose-only effect, or another doubt; inactive = no such curve, though single readings can be large; an effect the other way counts as inactive or inconclusive. Potency is read from the fitted curve at half-maximal effect.

SMILES	SW480 rereplic	KB-3-1 cytotox	HT1080NT lethal	KB-V1 MDR tox	TDP43 rescue	HT1080 IDH1KD tx	GLP1R ag	GLP1R inv ag	HEK293 tox
COCCCn1cc(CN2CC(N3CCSCC3)CS2(=O)=O)nn1 (stereo not drawn)	.	6%	-2%	-8%	5%	17%	-5%	21%	4%
COCC(=O)N1CCN(c2nc3ccccc3o2)CC1	-1%	-1%	8%	14%	-12%	0%	-3%	0%	1%
O=C(CSc1ncn[nH]1)NCc1ccccc1	-8%[9.22 µM]	8%	19%	8%	13%	22%	-9%	1%	0%
CN(C)/C=C(/C(=O)c1ccccc1)S(=O)(=O)c1ccc(Cl)cc1	-1%	9%	?	13%	-16%[9.22 µM]	10%	2%	-2%[7.66 µM]	-3%[7.66 µM]
COc1ccc(NC(=O)C(=O)NCCN2CCN(C(=O)c3ccc(C)cc3)CC2)cc1	3%	-3%	-6%	?	-9%	-3%	1%	-11%	-1%
Cc1cc(NC(=O)CSc2ncn(-c3ccccc3)n2)no1	-2%	0%	-1%	4%	7%	2%	23%	0%	-4%
O=C(CSc1nnc(CNC(=O)c2ccccc2F)o1)NCc1ccccc1	-3%	0%	12%	?	5%	5%	1%	7%	1%
COc1cccc(OC)c1OCCOc1ccccc1OC(C)C	-2%	2%	16%	-1%	?	17%	6%	?	2%
CC(=O)NCC(=O)N1CCCC(C(=O)c2ccc3c4c(cccc24)CC3)C1 (stereo not drawn)	3%	0%	-2%	-1%	-4%	-7%	-2%	9%	1%
Cc1ccc(-n2nc3c(c2NC(=O)C2CC2)CS(=O)(=O)C3)cc1	2%	-5%	2%	16%	-20%	0%	-2%	26%	-4%
COc1ccc(CCC(=O)NNC(=O)Nc2cc(Cl)ccc2C)cc1	?	34%	0%	-4%	-1%	9%	0%	?	5%
CCOc1ccc(CCNC(=O)C2Cc3ccccc3N2C(=O)CC)cc1 (stereo not drawn)	.	-5%	.	0%	6%	.	.	-4%	13%
COc1cc(/C=N/NC(=S)NCc2ccco2)cc(OC)c1OC	-2%	-4%	3%	?	0%	0%	21%	?	-25%
CN(C)c1ccc(NC(=O)CSc2nnc(-c3cnccn3)n2C)cc1	28%	-2%	0%	-3%	3%	13%	4%	14%	-6%
COc1cc(CCC(=O)Nc2ccc(Br)c(C(F)(F)F)c2)cc(OC)c1OC	16%	-28%	-8%	?	11%	?	2%	?	1%[1.53 µM]
N/C(=N\OC(=O)C1CCCCC1)c1ccc(Cl)cc1	?	2%	3%	21%	?	20%	6%	10%	4%
Cn1cc(-c2coc3c(C(=O)Nc4ccccc4)cccc23)cn1	.	-14%	-18%	10µM*	-3%	-9%	-3%	?	-19%
O=c1c2ccccc2nc2n1CCCCN2	0%	4%	4%	8%	-9%	0%	-3%	12%	-4%
CCN1C(=S)N[C@@H](CCc2ccccc2)C(C(=O)OC)=C1C	-2%	8%	16%	14%	?	6%	6%	?	-10%
C=CCNC(=S)NC(=O)c1oc2ccccc2c1C	9%	-8%	2%	2%	?	12%	-10%	8%	-12%

Gathered by group, the entries above containing a furan ring, fused or not (3)
SMILES	SW480 rereplic	KB-3-1 cytotox	HT1080NT lethal	KB-V1 MDR tox	TDP43 rescue	HT1080 IDH1KD tx	GLP1R ag	GLP1R inv ag	HEK293 tox
COc1cc(/C=N/NC(=S)NCc2ccco2)cc(OC)c1OC	-2%	-4%	3%	?	0%	0%	21%	?	-25%
Cn1cc(-c2coc3c(C(=O)Nc4ccccc4)cccc23)cn1	.	-14%	-18%	10µM*	-3%	-9%	-3%	?	-19%
C=CCNC(=S)NC(=O)c1oc2ccccc2c1C	9%	-8%	2%	2%	?	12%	-10%	8%	-12%

Carrying on.
SMILES	SW480 rereplic	KB-3-1 cytotox	HT1080NT lethal	KB-V1 MDR tox	TDP43 rescue	HT1080 IDH1KD tx	GLP1R ag	GLP1R inv ag	HEK293 tox
N/C(=N\OC(=O)c1cccnc1)c1ccccc1Cl	0%	1%	-3%	7%	?	-2%	-1%	16%	0%
O=C(O)Cn1c(P(=O)(O)c2ccccc2)nc2ccccc21	-2%	21%	10%	18%	8%	13%	-4%	-1%	-2%
COc1cccc(/C=C2\Oc3cc(OCC(=O)N4CCCC4)ccc3C2=O)c1OC	-6%	2%	-1%	24%	?	-1%	17%	18%	1%
COc1cc(Cl)ccc1OCc1cc(C(=O)N2CCN(c3ccccn3)CC2)no1	-6%	10%	4%	-24%	29%	0%	3%	?	-9%
COc1ccc(CCC(=O)NC2=NCCS2)cc1OC	0%	?	-3%	-22%	-21%	-5%	0%	1%	-7%
Cc1ccc(C(=O)C2=C(O)C(=O)N(Cc3ccco3)C2c2cccc(Br)c2)o1 (stereo not drawn)	-2%	?	-10%	?	13%	-13%	-1%	?	-3%
CCOC(=O)c1ccc(NC(=O)CSc2nc(=O)n3cccc(C)c3n2)cc1	0%	-6%	1%	?	0%	2%	-1%	67%[activator]	-15%
CS(=O)(=O)C1=NSC2=NC(=O)/C(=C\c3ccc(OS(=O)(=O)c4ccccc4)cc3)C(=N)N21	-7%	0%	-4%	7%	1%	0%	1%	35%[activator]	11%
O=C(COC(=O)c1cc(=O)[nH]c2ccccc12)c1cccs1	-79%[inhibitor]	9%	-2%	20%	-14%	-2%	17%	6%	4%
Cc1ccc(Cn2c(C(C)Nc3nc(C)cs3)nc3cc(Cl)c(Cl)cc32)cc1 (stereo not drawn)	-9%	-10%	-23%	-1%	17%	0%	-5%	?	12%
N#CCCn1ncn(-c2ccccc2)c1=S	-10%	7%	13%	2%	24%	13%	0%	6%	5%
CC(=O)Nc1ccc(-c2ccnc3c2CC(C)(C(=O)NCc2ccco2)O3)cc1 (stereo not drawn)	.	10µM*	?	-28%	?	2.6µM*	11%	?	?
Cc1nn(-c2ccccc2)c(=O)c2ccccc12	-4%	4%	19%	1%	17%	20%	5%	15%	-3%
CCc1ccccc1NC(=O)CCNC(=O)Cn1ccc2ccccc2c1=O	-4%	-7%	11%	13%	-11%	11%	5%	2%	11%
Cc1cccc(Cn2c(=O)n(CC3CCC(C(=O)N4CCOCC4)CC3)c(=O)c3sccc32)c1 (stereo not drawn)	.	-19%	.	-4%	15%	.	.	4%	-6%
CC(=O)c1ccc(NC(=S)NNC(=O)c2ccncc2)cc1	0%	-1%	9%	21%	23%	21%	7%	23%	-6%
O=C(CN1CCC(O)(c2ccc3c(c2)OCO3)CC1)N1CCOCC1	1%	0%	0%	6%	-7%	9%	0%	-6%	6%
Cc1ccccc1-c1nnn(CC(=O)Nc2sc3c(c2C#N)CCC(C(C)(C)C)C3)n1 (stereo not drawn)	.	15%	.	9%	6%	.	-2%	2%	7%
CCCNS(=O)(=O)c1ccc(NC(=O)Cc2cccs2)cc1	-1%	-1%	0%	-1%	1%	-6%	1%	-10%	-16%
CCCNc1c(NS(=O)(=O)c2ccc(Br)cc2)c(=O)oc2ccccc12	-3%	2%	-18%	0%	7%	-15%	0%	-1%	2%
CC1=CC(=O)C=C(C)C1=NOc1ccccc1[N+](=O)[O-]	-709%[inhibitor]	-4%	3%	8%	?	14%	-1%	0%	-28%
CN(CC(=O)Nc1ccccc1Br)C(=O)COc1cccc2c1OC(C)(C)C2	-2%	2%	-6%	-9%	-1%	0%	2%	-17%	-3%
CC(C)NC(=O)C(=O)NCc1ccccn1	2%	-2%	5%	?	-4%	1%	-1%	15%	-3%
N#Cc1c(-c2ccccc2)cc(-c2cccs2)nc1SCC(=O)O	-2%	-3%	-4%	19%	-11%	-9%	0%	?	8%
Cn1nc(C(C)(C)C)cc1C(=O)NN1CCOCC1	-1%	13%	7%	20%	-3%	10%	-2%	6%	-8%
C/C(=N\NC(=O)c1c(Br)c(C)nn1C)c1cccc(NC(=O)c2ccccc2F)c1	1%	0%	17%	0%	17%	0%	11%	45%[activator]	4%
COc1ccc(NC(=S)NCc2ccco2)c(OC)c1	-6%	0%	14%	0%	16%	16%	-14%	27%	19%
O=[N+]([O-])c1ccc(N/N=C/c2c[nH]c3ccccc23)cc1	?	?	-25%	?	16%	?	-4%	?	?
COc1cccc(-n2nc(C(=O)N3CCN(Cc4ccccc4)CC3)c3ccccc3c2=O)c1	2%	-11%	-16%	-2%	4%	-18%	0%	-16%	-8%
O=C(NC1CCCc2ccccc21)c1ccccc1Cl (stereo not drawn)	-2%	-2%	0%	?	?	2%	4%	5%	27%
CC(=O)N1CCN(c2ccc(N=Cc3c(O)n(Cc4ccccc4)c(=O)[nH]c3=O)cc2)CC1	5%	10%	16%	5%	3%	14%	0%	-4%	0%
Cc1ccc(NC(=O)COC(=O)[C@H](C)NC(=O)c2ccccc2)cc1S(=O)(=O)N1CCOCC1	-3%	-3%	-2%	-6%	-21%	2%	3%	6%	1%
Cc1cc(C(=O)CN2c3cccc4cccc(c34)S2(=O)=O)c(C)n1C	3.3µM*	?	-30%[9.24 µM]	-84%	18%	15µM*	13%	?	-12%
CC1(C)CC(=O)C(C=NCC2CCN(C(=O)Cc3ccccc3)CC2)=C(O)C1	1%	2%	-7%	-5%	-26%	-1%	0%	-17%	1%
Cc1nc2ccccc2n1Cc1ccccc1	-3%	-23%	-2%	?	6%	?	6%	-3%	-4%
O=C(Nc1ccc(Br)cc1)c1cc(S(=O)(=O)N2CCc3ccccc32)ccc1F	.	-20%	.	-5%	-7%	.	.	9%	0%
O=C(NCc1cccnc1)C1CCN(Cc2cc3ccccc3n2Cc2cccc(Cl)c2)CC1	.	-13%	.	15%	16%	.	.	?	-7%
COc1cccc(CNc2ccccn2)c1O	-20%[1.84 µM]	-13%	13%	-18%	.	8%	12%	1%	18%
